TRHR PAM: allosterically enhances the human TRH receptor. enhancement, % at 2 µM. TRHR cells, fluo-8 calcium fluorescence, EC20 TRH enhancement. 0.66% of 360,000 active. AID 493056; in the data active means enhancement above about 30%; further: 0% is about no effect
Target sequence (P34981 whole entry, looked up): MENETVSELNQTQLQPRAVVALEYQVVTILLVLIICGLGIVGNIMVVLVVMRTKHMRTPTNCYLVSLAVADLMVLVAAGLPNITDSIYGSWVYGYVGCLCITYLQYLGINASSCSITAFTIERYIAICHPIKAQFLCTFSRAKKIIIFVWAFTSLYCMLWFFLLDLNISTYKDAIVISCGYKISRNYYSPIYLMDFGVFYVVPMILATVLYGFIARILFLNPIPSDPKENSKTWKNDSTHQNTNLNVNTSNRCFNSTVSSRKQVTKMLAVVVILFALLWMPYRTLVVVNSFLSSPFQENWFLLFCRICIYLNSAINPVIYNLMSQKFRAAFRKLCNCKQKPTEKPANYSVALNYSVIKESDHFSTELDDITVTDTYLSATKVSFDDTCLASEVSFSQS
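Enhancer read-out: after compound pinning and an initial kinetic agonist-mode read, an EC20 of TRH (10 nM final) was injected and fluo-8 calcium signal (Ex 480/Em 530) followed at 1 s/cycle for 100 cycles in TRHR-expressing cells.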
USP1 inh: blocks the human USP1/UAF1 deubiquitinase complex; O94782; recombinant USP1/UAF1, Ub-Rhodamine cleavage fluorescence; Potency, µM (highest dose often 57.1 µM), for the others: at the top dose activity change, negative = inhibition, actives largely listed as inhibitors; 0.23% of 390,000 active; further: potency means the concentration at half of the fitted maximal effect; on the % scale 0 is the no-effect control and ±100 the full control effect; nearly all actives have a fitted effect of over 60% in size; inactives centre near -12
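1 nM enzyme complex + cpd, 15 min RT; start with Ub-Rho 150nM final; kinetic fluorescence ex 480/em 540, 6 reads q60 s. Buffer 50mM HEPES pH 7.8, 0.5mM EDTA, 0.1 mg/ml BSA, 1mM TCEP, 0.01% Tween-20.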
TRHR agonist: agonists of human TRH receptor | TRHR cells, calcium flux fluo-8, FDSS agonist mode | activation, % at 2 µM | 0.18% of 360,000 active | P34981; in the data active means activation above about 30%; further: 0% is about no effect
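TRHR-expressing cells loaded with fluo-8 calcium dye; 23 nL library compound pin-transferred, kinetic FDSS fluorescence (Ex 480/Em 530) recorded about 180 s for agonist-induced calcium release, before a 10 nM TRH EC20 addition for potentiator mode.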
PI4K2A block: blocks human PI4K2A kinase activity; purified PI4K2A, ADP-Glo luminescence, 1 h; stronger effect = lower value; activity change, negative = inhibition, % at 76.9 µM; 0.13% of 420,000 active; AID 1346378; in the data active means activity change below about -50%; inconclusive means mostly about -30% to -49%;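 further: -100% = wells without enzyme as full effect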
Target sequence (Q9BTU6 whole entry, looked up): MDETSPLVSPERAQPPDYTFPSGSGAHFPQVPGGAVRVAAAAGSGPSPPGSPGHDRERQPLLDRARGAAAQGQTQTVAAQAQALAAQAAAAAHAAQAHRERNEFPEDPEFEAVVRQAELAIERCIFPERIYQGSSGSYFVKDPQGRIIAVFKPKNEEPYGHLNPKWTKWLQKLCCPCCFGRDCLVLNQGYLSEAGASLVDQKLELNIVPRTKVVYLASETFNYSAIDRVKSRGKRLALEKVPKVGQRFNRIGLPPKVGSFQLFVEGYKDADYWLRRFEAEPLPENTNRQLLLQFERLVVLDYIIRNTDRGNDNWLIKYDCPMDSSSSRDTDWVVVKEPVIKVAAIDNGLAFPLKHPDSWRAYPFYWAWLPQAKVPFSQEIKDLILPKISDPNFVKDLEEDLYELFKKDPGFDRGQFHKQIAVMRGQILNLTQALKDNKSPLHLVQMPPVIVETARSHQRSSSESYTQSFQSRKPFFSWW
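Compounds are screened against recombinant PI4K2A using PI as substrate and ATP, the latter dispensed at 300 microM. Reactions run one hour at ambient temperature before ADP-Glo detection; full inhibition defined by wells lacking enzyme.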
rTrxR1 inhibitor: blocks rat thioredoxin reductase 1 | O89049 | Potency, µM (series often up to 114 µM), for the others: at the top dose activity change, negative = inhibition, hits mostly inhibitors | recombinant rTrxR1, NADPH fluorescence consumption, selenite substrate | 1% of 390,000 active; further: potency means the concentration at half of the fitted maximal effect; on the % scale 0 is the no-effect control and ±100 the full control effect; nearly all actives have a fitted effect of over 65% in size
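Rat TrxR1 (90 nM in the dispensed reagent) was pre-reduced with 400 uM NADPH for 5 min at room temperature, then incubated with compound for 15 min. After 400 uM selenite was added, NADPH fluorescence (Ex 340/Em 450 nm) was followed for 8 min.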
IDH1 R132H inh: inhibitors of human mutant IDH1 R132H. AID 602179. 0.093% of 390,000 active. O75874. IDH1-R132H enzyme, NADPH consumption, diaphorase/resazurin fluorescence. Potency, µM (highest dose often 76.6 µM), inactives show at the highest dose activity change, negative = inhibition, most hits filed as inhibitors; further: potency means the concentration at half of the fitted maximal effect; on the % scale 0 is the no-effect control and ±100 the full control effect; nearly all actives have a fitted effect of over 65% in size
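IDH1-R132H (0.5 ug/mL) preincubated 30 min with compound, then NADPH (0.016 mM) and alpha-KG (2 mM) added; 80 min at RT, pH 7.5. Remaining NADPH coupled via diaphorase/resazurin to fluorescence (540/590 nm); concentration-response curves normalized to no-enzyme control.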
D2 agonist: activates the human D2 dopamine receptor; P14416; HEK293 T-REx D2 cells, calcium flux agonist mode; activation, % at 2 µM; 0.53% of 340,000 active; AID 485358;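 active means activation over 3 SD above normal in the single-dose calcium agonist read, cut at about 30% in these data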; further: 0% is about no effect
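Agonism scored from kinetic calcium signal (1 read/sec, 180 s) following compound pin transfer, after a 10 s baseline. Cells: HEK293 Trex line expressing inducible D2 receptor coupled to calcium, dye-loaded after overnight culture at 30 C.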
D2 antagonist: antagonists of human D2 dopamine receptor; HEK293 TREx D2 cells, calcium flux, dopamine EC80; inhibition, % at 10 µM; 2% of 340,000 active; AID 485344; in the data active means inhibition above about 30%; further: 0% is about no effect
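Tetracycline-induced HEK293 T-REx cells expressing D2 force-coupled to calcium signalling were dye-loaded, exposed to compound for 180 s, then challenged with an EC80 of dopamine; calcium flux was followed kinetically for a further 180 s.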
TrxR1 substrate: substrates of rat thioredoxin reductase 1 | purified TrxR1 substrate turnover, NADPH consumption readout | O89049 | Potency, µM (top dose mostly 114 µM), inactives show at the top dose activity change, negative = substrate turnover | 0.01% of 390,000 active | AID 588456; further: potency means the concentration at half of the fitted maximal effect; on the % scale 0 is the no-effect control and ±100 the full control effect; nearly all actives have a fitted effect of over 50% in size
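Rat TrxR1, dispensed at 90 nM, was prereduced with 400 uM NADPH (final) for 5 min at ~22 deg C, then incubated with compound 15 min before 400 uM selenite. A first-read NADPH fluorescence drop versus no-compound background flagged substrates.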
Active calls of the source: *; ? = inconclusive; . = no result given; [ ] = remark or other dose. Unless noted, the call rests on the fitted dose curve; in most records, active means well fitted inhibition curve with a large enough effect; inconclusive means small, poorly fitted or top-dose-only effect; inactive means no such curve, though single readings can be large or run the other way.

1. Cc1cccc(-n2c(=O)c3ccccc3n(Cc3ccccc3C#N)c2=O)c1
2. CC1(C)CN(c2ccsc2C(=O)O)C1=O
3. CCOc1ccc(C(=O)OCc2cc(=O)n3nc(C(C)C)sc3n2)cc1
4. Oc1ccc(Cl)cc1CNCc1cccc2ccccc12
5. Cc1ccc2c(c1)C1CN(C)CCC1N2S(=O)(=O)c1cccc(F)c1 (stereo unspecified)
6. Cc1cc(C)c(S(=O)(=O)NCC(c2cccnc2)N2CCN(Cc3ccccc3)CC2)c(C)c1 (stereo unspecified)
7. O=C(COC(=O)c1cncc(Br)c1)NC1CCCCC1
8. Cc1ccc(C(=O)NC2CCN(CC(=O)Nc3c(C)cc(C)cc3C)CC2)cc1
assay / entry | 1 | 2 | 3 | 4 | 5 | 6 | 7 | 8
TRHR PAM | 8 | 0 | -5 | 22 | -1 | 2 | -8 | -5
USP1 inh | -18% | -16% | -18% | -25% | -4% | -24% | -17% | -9%
TRHR agonist | -1.0 | -1.9 | 0.4 | 0.3 | 0.6 | 0.6 | 0.8 | -0.3
PI4K2A block | -7 | -1 | -19 | -1 | 5 | -5 | 3 | 1
rTrxR1 inhibitor | 11% | 34%[57.1 µM] | 10%[57.1 µM] | 29%[57.1 µM] | -3% | 15% | 12% | 10%[57.1 µM]
IDH1 R132H inh | 0% | 5% | 7% | -6% | 7% | 6% | -4% | 5%
D2 agonist | -0.4 | -0.6 | 1.5 | 0.5 | 0.7 | 0.5 | 0.3 | 0.7
D2 antagonist | . | 3 | . | 1 | -6 | 18 | -19 | 4
TrxR1 substrate | 7% | -15%[57.1 µM] | 2%[57.1 µM] | 8%[57.1 µM] | -4% | -1% | -3% | 5%[57.1 µM]

9. CS(=O)(=O)c1ccc2nc(NC(=O)CN3C(=O)C4CC=CCC4C3=O)sc2c1 (stereo unspecified)
10. CC(C)(C)Nc1nc(Cl)nc(NCCN2CCOCC2)n1
11. Cc1cccc(OCC(O)CN2C(C)(C)CC(O)CC2(C)C)c1 (stereo unspecified)
12. CCN(CC)c1nc2nonc2nc1N(CC)CC
13. O=C(NCc1ccccc1Br)C1CCCN(C(=O)N2CCOc3ccccc32)C1 (stereo unspecified)
14. COc1cccc(CNc2ccc(F)c([N+](=O)[O-])c2)c1O
15. CCOC(=O)Cc1nnn(CC(=O)OCC)n1
16. CC(C)(C)c1ccc(C(=O)NCC(c2cccnc2)N2CCc3ccccc3C2)cc1 (stereo unspecified)
assay / entry | 9 | 10 | 11 | 12 | 13 | 14 | 15 | 16
TRHR PAM | -5 | 1 | 3 | 20 | -2 | -4 | 3 | 1
USP1 inh | -23% | -5% | 4% | -17% | -2% | -6% | 7% | 3%
TRHR agonist | 0.4 | -0.2 | -0.4 | -0.8 | 0.3 | 0.6 | 0.7 | -1.1
PI4K2A block | 9 | 2 | -1 | 6 | -2 | 2 | -1 | 2
rTrxR1 inhibitor | 9% | 30% | -6% | 4%[57.1 µM] | 7% | 12%[11.4 µM] | -7% | 43%[11.4 µM]
IDH1 R132H inh | -4% | 4% | 10% | 7% | -15% | 3% | -3% | 0%
D2 agonist | -0.3 | . | 0.4 | -0.7 | 1.4 | -0.9 | 0.5 | -1.7
D2 antagonist | -9 | . | 4 | -11 | . | -11 | -3 | .
TrxR1 substrate | 8%[57.1 µM] | 5% | 7%[57.1 µM] | -13% | -5% | 5%[11.4 µM] | -8% | 19%[11.4 µM]

7 of the compounds above, with two lines to a compound.
Each structure is followed by: TRHR PAM, USP1 inh, TRHR agonist, PI4K2A block, rTrxR1 inhibitor, IDH1 R132H inh, D2 agonist, D2 antagonist, TrxR1 substrate
11	Cc1cccc(OCC(O)CN2C(C)(C)CC(O)CC2(C)C)c1 (stereo unspecified)
  3, 4%, -0.4, -1, -6%, 10%, 0.4, 4, 7%[57.1 µM]
16	CC(C)(C)c1ccc(C(=O)NCC(c2cccnc2)N2CCc3ccccc3C2)cc1 (stereo unspecified)
  1, 3%, -1.1, 2, 43%[11.4 µM], 0%, -1.7, ., 19%[11.4 µM]
12	CCN(CC)c1nc2nonc2nc1N(CC)CC
  20, -17%, -0.8, 6, 4%[57.1 µM], 7%, -0.7, -11, -13%
15	CCOC(=O)Cc1nnn(CC(=O)OCC)n1
  3, 7%, 0.7, -1, -7%, -3%, 0.5, -3, -8%
14	COc1cccc(CNc2ccc(F)c([N+](=O)[O-])c2)c1O
  -4, -6%, 0.6, 2, 12%[11.4 µM], 3%, -0.9, -11, 5%[11.4 µM]
13	O=C(NCc1ccccc1Br)C1CCCN(C(=O)N2CCOc3ccccc32)C1 (stereo unspecified)
  -2, -2%, 0.3, -2, 7%, -15%, 1.4, ., -5%
9	CS(=O)(=O)c1ccc2nc(NC(=O)CN3C(=O)C4CC=CCC4C3=O)sc2c1 (stereo unspecified)
  -5, -23%, 0.4, 9, 9%, -4%, -0.3, -9, 8%[57.1 µM]

Continuation:
17. CCCNC(=O)CN1C(=O)NC(c2ccccc2)(c2ccccc2)C1=O
18. COc1ccc(CCNC(=O)COC(=O)c2ccc(F)c(S(=O)(=O)N3CCOCC3)c2)cc1
19. CCOCCN(C(=O)c1ccccc1Cl)c1cccc(C)c1C
20. COc1ccccc1NC(=O)Cn1c(C)cc(=O)c2cccc(OC)c21
21. Cc1ccc(S(=O)(=O)NCCCn2ccnc2)cc1C(=O)NC(C)C
22. CCc1cc2c(=O)c(-c3nc4ccccc4n3C)c(COCC(=O)O)oc2cc1OC(=O)C(C)(C)C
23. CC(=O)Nc1ccc(NC(=O)Cn2c(=O)n(-c3ccccc3)c(=O)c3oc4ccccc4c32)cc1
24. CC(C)c1ccc(NC(=O)CSc2nc3ccccc3nc2Cc2ccccc2)cc1
assay / entry | 17 | 18 | 19 | 20 | 21 | 22 | 23 | 24
TRHR PAM | -1 | 2 | 17 | -7 | 4 | 0 | 0 | 1
USP1 inh | -5% | -1% | -11% | -7% | -14% | -13% | -7% | -19%
TRHR agonist | 0.1 | 0.0 | -0.1 | -0.6 | 0.0 | 0.2 | 0.4 | 0.8
PI4K2A block | 3 | 0 | 3 | 1 | -2 | 6 | -5 | -4
rTrxR1 inhibitor | 6%[57.1 µM] | -18% | 6%[57.1 µM] | 3%[57.1 µM] | 24% | 11% | 3% | 27%[57.1 µM]
IDH1 R132H inh | 18% | -10% | 11% | 3% | -3% | 5% | -8% | -13%
D2 agonist | 0.6 | -0.1 | -0.4 | 1.8 | 0.7 | -0.1 | -0.3 | .
D2 antagonist | -11 | 2 | -6 | 24 | 8 | 11 | 7 | .
TrxR1 substrate | -7% | -19% | -7%[57.1 µM] | 9%[57.1 µM] | ? | 4% | -2% | 2%[57.1 µM]

25. O=C(CCCN1C(=O)c2ccccc2C1=O)NCCc1ccc(OC(F)F)cc1
26. NC(=O)c1cc(S(=O)(=O)Nc2ccc(OC(F)(F)F)cc2)cs1
27. Cc1cccc(C)c1NC(=O)c1cnn(-c2ccccc2)c1C
28. Cc1ccc(CNC(=O)Cn2nnc(C(=O)Nc3cccc(C)c3C)c2N)cc1
29. CCc1ccc(CNC(=O)CCCn2c(=O)c3cccn3c3cccnc32)cc1
30. Cc1cc(/C=N/NC(=O)C(=O)NCc2ccccn2)c(C)n1-c1ccccc1
31. CN(C(=O)c1cccc(NC(=O)Cc2ccc(NC(=O)C3CCN(C(=O)CCc4ccccc4)CC3)cc2)c1)C1CC1
32. CCCNC(=S)NC1CC2CCC(C1)N2Cc1ccccc1 (stereo unspecified)
assay / entry | 25 | 26 | 27 | 28 | 29 | 30 | 31 | 32
TRHR PAM | 0 | -3 | -8 | -5 | 18 | 2 | . | 0
USP1 inh | -1% | -16% | 0% | -31% | -24% | -18% | -30% | -10%
TRHR agonist | -1.5 | -1.1 | -0.1 | 0.3 | -1.6 | -0.4 | . | -0.1
PI4K2A block | 0 | -1 | 2 | -2 | -4 | -5 | -1 | 4
rTrxR1 inhibitor | 14% | 18% | 2%[57.1 µM] | 22% | -12% | 10%[57.1 µM] | 8% | -3%[57.1 µM]
IDH1 R132H inh | 6% | 2% | 4% | 3% | -2% | -1% | 10% | 5%
D2 agonist | . | 1.1 | -0.3 | -0.3 | 0.1 | 0.3 | . | 0.4
D2 antagonist | . | 10 | 0 | 4 | 8 | 17 | . | 67*
TrxR1 substrate | -2% | 3% | 5%[57.1 µM] | 12% | -1% | 8%[57.1 µM] | -2% | 7%[57.1 µM]

33. O=S(=O)(NCCN1CCOCC1)c1ccc(-c2ccc(S(=O)(=O)NCCN3CCOCC3)cc2)cc1
34. Clc1ccc(-c2nc3nc4ccccc4nc3n2Cc2ccco2)cc1
35. O=C(NCC(c1cccnc1)N1CCc2ccccc2C1)c1ccc(F)c(F)c1 (stereo unspecified)
36. COC(=O)C(C)(C)ONC(=O)Nc1ccc(Br)cc1
assay / entry | 33 | 34 | 35 | 36
TRHR PAM | -1 | -12 | 15 | 1
USP1 inh | -23% | -13% | -9% | -16%
TRHR agonist | 0.5 | -0.8 | -0.2 | -0.8
PI4K2A block | -3 | 2 | -1 | -10
rTrxR1 inhibitor | 21% | ? | 5% | 21%
IDH1 R132H inh | 0% | 7% | -4% | 16%
D2 agonist | 0.3 | 0.1 | 2.5 | 0.0
D2 antagonist | 5 | 20 | . | -9
TrxR1 substrate | 6% | 20% | -1% | 8%

Given with two lines to a compound: part of the list above.
Below each SMILES – TRHR PAM	USP1 inh	TRHR agonist	PI4K2A block	rTrxR1 inhibitor	IDH1 R132H inh	D2 agonist	D2 antagonist	TrxR1 substrate
34) Clc1ccc(-c2nc3nc4ccccc4nc3n2Cc2ccco2)cc1
    -12	-13%	-0.8	2	?	7%	0.1	20	20%
36) COC(=O)C(C)(C)ONC(=O)Nc1ccc(Br)cc1
    1	-16%	-0.8	-10	21%	16%	0.0	-9	8%

Screens deposited in PubChem BioAssay by National Center for Advancing Translational Sciences (NCATS).
